human PMI inhibition: MPI enzyme activity inhibition – biochemical, fluorescence intensity, coupled assay, primary screen (AID 1209) | purified PMI enzyme, coupled fluorescence intensity; higher % means a stronger effect | inhibition, % at 20 µM; hits with a dose series show IC50 in µM | 0.42% of 190,000 active;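 also: plate controls were DMSO vehicle for no effect and wells lacking substrate for full effect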
bCat nuc transl: modulators of beta-catenin nuclear translocation; HeLa beta-catenin nuclear translocation, immunofluorescence imaging; 0.3% of 190,000 active; nuclear translocation activity, % at 5 µM; AID 1665;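 active = nuclear translocation activity above 50% at 5 µM, with a well cell count of 50 or more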;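 also: per-cell ratio of nuclear to cytoplasmic median beta-catenin stain intensity; plate controls were DMSO negative control for no effect and GSK-3 inhibitor IX positive control for full effect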
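Assay system: human HeLa cells, native beta-catenin; doses: 5 µM primary, 0.02–20 µM confirmation; incubation: compound treatment 24 h, 37°C, 5% CO2; technique: fluorescence imaging of beta-catenin antibody stain plus DAPI; measure: % activation, nuclear-to-cytoplasmic median beta-catenin signal ratio per cell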
Yfh1-off respiration: mitochondrial function rescue without frataxin homolog – Friedreich's ataxia, plus single-dose screen, dose response (AID 1465) | S. cerevisiae Yfh1-off respiration, WST-1 reduction, 72 h; higher fold induction means a stronger effect | fold induction at 50 µM, or EC50 in µM where a hit was titrated | 0.074% of 220,000 active;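 active = fold induction of absorbance versus untreated yeast above a set limit, then at least 30% activation at any dose in follow-up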;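 also: activators that raise dye reduction in frataxin-depleted yeast; strong numbers were not always called active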
human PMI inhibitors: human PMI inhibitors, high substrate, primary screen, biochemical, fluorescence intensity, high mannose 6-phosphate (AID 1220); 0.66% of 190,000 active; recombinant PMI enzyme, coupled fluorescence intensity; higher % means a stronger effect; inhibition, % at 20 µM, or IC50 in µM where a hit was titrated
WT yeast gro inh: growth inhibition of WT yeast, mitochondrial fusion screen; inhibition, % at 10 µM; mitochondrial fusion phenotypic screen, WT strain; 2.1% of 190,000 active; in the data active = inhibition above about 58%; tested in S. cerevisiae
MT stabilizer: microtubule stabilization, imaging screen. % tubulin-high responders, % at 10 µM. 0.83% of 200,000 active. HeLa tubulin immunostaining HCS, 24 h; share of cells brighter than vehicle mean+2SD;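 active = plate Z-score above 3 for both tubulin-high and condensed-nucleus cell shares, with cell loss under 80%, at 10 µM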;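 also: anti alpha tubulin signal scored within the nucleus-defined area of each cell; some results filed as inactive read as strong as hits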
Ins promoter up: MIN6 insulin promoter up-regulation. MIN6 insulin promoter-GFP reporter, high-content imaging; active compounds read high. z-score at 5 µM. 0.3% of 190,000 active;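 active = z-score above 3 at 5 µM with at least 500 cells counted in the well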
Dynein cargo inh: dynein cargo transport inhibition; 3617.4 mouse cells, GR-EGFP nuclear translocation imaging; test concentration mostly 20 µM; stimulated with dexamethasone, 1 µM; active compounds read low; z-score, hits read low; 0.47% of 220,000 active; AID 1381;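 active = plate z-score of nuclear minus cytoplasmic receptor signal below a set negative limit, without overly bright fluorescence or cell loss, cut at about -3.5 in these data, passing the limit was not always enough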;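 also: z-score of nuclear minus cytoplasmic ring GR-EGFP intensity difference per well; some compounds called inactive have numbers as strong as hits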
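Buffer or medium: tet-free medium with charcoal-stripped serum / Also added: dexamethasone agonist, 1.0 µM final, for 30 min / Timing: induction 48 h, compound 1 h, agonist 30 min / Measured by: high-content fluorescence imaging after fixation / Read-out: nuclear-to-cytoplasmic GR-EGFP distribution per well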
Autophagy mod: modulators of autophagy; MEF GFP-LC3 puncta imaging; test concentration mostly 10 µM; calls only at 10 µM (by protocol); 0.98% of 190,000 active; AID 463193;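 active = percentage of spot-positive cells more than 3 SD above its plate mean, without a fluorescence outlier flag or 80% toxicity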;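 also: spot-positive cell cutoff set from DMSO-treated cells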
WT yeast gro inh mutant strain: recorded beside WT yeast gro inh, whose call it bears; inhibition, %; mitochondrial fusion phenotypic screen, mutant strain inhibition
Dynein cargo inh cytoplasmic EGFP: recorded beside Dynein cargo inh, whose call it bears; z-score; measured here: cytoplasmic GR-EGFP intensity; active compounds read high
Dynein cargo inh nuclear GR-EGFP: second read-out of Dynein cargo inh, no call of its own (marks repeat the call); z-score; measured here: nuclear GR-EGFP intensity;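 lower value marks the stronger effect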
Dynein cargo inh cell count: recorded beside Dynein cargo inh, whose call it bears; z-score; measured here: cell count per field
Ins promoter up cell count: second read-out of Ins promoter up, no call of its own (marks repeat the call); cell count; measured here: cytotoxicity, nuclei count;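 total cells summed across four imaged fields per well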
bCat nuc transl cell count 5 µM: second read-out of bCat nuc transl, no call of its own (marks repeat the call); cell count; measured here: cell count, cytotoxicity flag
MT stabilizer Hoechst-high %: recorded beside MT stabilizer, whose call it bears; % Hoechst-high responders; measured here: nuclear condensation Hoechst responders;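 share of cells brighter than vehicle mean plus two SD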
MT stabilizer cytotoxicity %: recorded beside MT stabilizer, whose call it bears; toxicity, %; measured here: cytotoxicity by cell density;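 0% = mean cell density of plate MIN control wells and 100% = no cells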
Autophagy mod cell loss 18 h: second read-out of Autophagy mod, no call of its own (marks repeat the call); toxicity, %; measured here: cell loss, nuclei count;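 cell loss after 18 h compound exposure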
* marks the source's active call; other numbers are inactive results; i = inactive; . = not tested or not shown. Rule as the data show it, unless noted: active = inhibition above about 50%; inactive = the rest.

SMILES | human PMI inhibition | bCat nuc transl | bCat nuc transl cell count 5 µM | Yfh1-off respiration | human PMI inhibitors | WT yeast gro inh | WT yeast gro inh mutant strain | MT stabilizer | MT stabilizer Hoechst-high % | MT stabilizer cytotoxicity % | Ins promoter up | Ins promoter up cell count | Dynein cargo inh | Dynein cargo inh cytoplasmic EGFP | Dynein cargo inh nuclear GR-EGFP | Dynein cargo inh cell count | Autophagy mod | Autophagy mod cell loss 18 h
O=C(NCCCN1CCOCC1)Nc1ccc(Cc2ccc(NC(=O)NCCCN3CCOCC3)cc2)cc1 | -12.2% | -4.1 | 542 | i | -9.8% | -11.9 | 5.6 | 3.2 | 1.7 | 10.8 | 0.5 | 1253 | 0.109 | -0.302 | 0.573 | 0.537 | i | 15.8
NC(=S)N/N=C1\CC(n2nnn(-c3cccc(Cl)c3)c2=S)C2COC1O2 (stereo unspecified) | 16.0% | -1.6 | 1066 | i | 5.2% | 1.7 | 0.0 | 1.7 | 1.6 | 6.8 | -0.26 | 1327 | 0.762 | -0.376 | 0.299 | -0.425 | i | 5.3
O=C(O)CCC(=O)N1CN2CN(C(=O)CCC(=O)O)CC([N+](=O)[O-])(C2)C1 | . | -0.5 | 1271 | i | . | . | . | . | . | . | -0.42 | 1406 | 0.0867 | -0.248 | -0.0356 | 0.551 | . | .
CCN(CC)CCNC(=O)c1cc2cc(Br)ccc2s1 | -9.3% | 1.2 | 1045 | i | -5.0% | 4.3 | 1.1 | 1.6 | 2.4 | 4.2 | -0.16 | 1170 | -1.1 | -0.148 | -1.21 | 0.616 | i | -6.0
CC(C)C(NC(=O)C1CCCCC1)C(=O)NC1CCN(Cc2ccccc2)CC1 (stereo unspecified) | 7.1% | 0.0 | 1349 | i | 9.1% | -6.4 | 5.5 | 10.0 | 1.7 | 2.0 | 0.62 | 1530 | 1.21 | -0.407 | 0.656 | 0.267 | i | 17.1
Cc1cccc(NC(=O)CN(C)S(=O)(=O)c2cccs2)c1 | 1.1% | 0.2 | 1177 | i | -3.4% | -0.7 | -8.4 | 1.6 | 1.2 | 15.1 | -0.39 | 945 | 1.39 | -0.102 | 0.581 | -0.664 | i | 4.3
CCCCOc1ccccc1NC(=O)CC1Nc2ccccc2NC1=O (stereo unspecified) | -0.5% | -0.3 | 1209 | i | -2.7% | 0.7 | -6.1 | . | . | . | 1.64 | 1035 | . | . | . | . | . | .
CCOCCc1c(O)nc(SC)[nH]c1=O | . | -2.5 | 1099 | i | . | . | . | . | . | . | 0.34 | 1447 | -0.098 | -0.109 | 0.126 | -0.733 | . | .
CCCN(CC1CC1)C(=O)CCc1nnc(C(OC)c2ccccc2)o1 (stereo unspecified) | 13.0% | -2.4 | 1023 | i | 7.2% | 2.4 | 10.0 | 4.4 | 2.4 | 9.1 | 0.02 | 1487 | 0.195 | -0.331 | -0.118 | 0.504 | i | 21.2
Cc1ccc(CC2CC(=O)N(c3ccc(Cl)cn3)C2=O)cc1 (stereo unspecified) | 14.2% | 0.3 | 1214 | i | 11.4% | -0.3 | -9.4 | 2.5 | 2.7 | 4.7 | 0 | 1280 | -0.446 | -0.294 | -0.285 | 1.05 | i | -3.2
Cc1ccc2c(c1)CC1(CN2C)C(=O)OC(C)(C)OC1=O | 17.7% | 6.4 | 1049 | i | 3.1% | 5.8 | 1.5 | 1.7 | 0.6 | 5.8 | 1.72 | 790 | -0.681 | -0.218 | 0.235 | 0.302 | i | 9.3
CCOC(=O)N1CCN(C(=O)COc2cc(=O)n(CC)c3ccccc23)CC1 | -0.5% | 2.4 | 1459 | i | 2.3% | 22.4 | -0.3 | 4.1 | 2.3 | 5.5 | 0.84 | 1544 | 0.232 | -0.207 | 0.19 | -0.821 | i | -1.4
CC(=O)c1cccc(NC(=O)C2CCCN(S(=O)(=O)c3ccccc3)C2)c1 (stereo unspecified) | 7.9% | 1.0 | 1127 | i | 1.3% | -13.9 | 3.2 | 4.0 | 1.4 | 6.1 | 0.14 | 1270 | 0.532 | -0.264 | 0.422 | 0.496 | i | 0.3
COc1cc(CN(C(=S)NCC(=O)NC2CCCC2)C2CCCC2)cc(OC)c1OC | 15.7% | -0.2 | 1100 | i | 8.3% | -14.9 | -17.1 | 3.2 | 1.8 | 6.2 | 0.83 | 1500 | -0.37 | -0.0801 | -0.421 | 0.481 | i | 6.9
O=C(CSc1nnnn1-c1cccc2ccccc12)Nc1ccc(N2CCOCC2)c(Cl)c1 | 3.7% | -2.6 | 1190 | i | -0.1% | 12.3 | 25.4 | 3.1 | 1.7 | 9.2 | -0.54 | 910 | 1.23 | -0.157 | 1.33 | -0.204 | i | -10.2
CCC1CCCCN1CC(=O)Nc1cc(C)nn1-c1nc(C)cc(C)n1 (stereo unspecified) | 0.7% | 1.2 | 697 | i | -5.0% | 0.6 | -23.2 | 52.8* | 36.7* | 50.6* | . | . | -0.532 | -0.193 | -0.1 | 0.41 | i | 6.7
Cc1cccc(N2CCN(C(=O)CCNC(=O)Cn3ccc4ccccc4c3=O)CC2)c1C | 1.9% | -1.9 | 978 | i | 0.7% | 11.1 | 28.1 | 1.9 | 3.9 | 17.6 | -0.58 | 1134 | 0.662 | 0.0253 | 0.743 | -0.271 | i | 40.8
CCCC(CCC)C(=O)Nc1ccc2c(c1)N(C(=O)CCN1CCN(C)CC1)c1ccccc1CC2 | -6.8% | -1.3 | 1130 | i | 1.1% | 7.2 | 5.7 | 3.4 | 2.2 | 0.4 | -0.1 | 1352 | 1.06 | 0.245 | 1.3 | -1.72 | i | 32.2
O=C(O)c1ccccc1-c1ccc(/C=C/c2cc(C(F)(F)F)[nH]c(=O)n2)o1 | -15.5% | -3.5 | 1141 | i | -18.1% | -11.2 | 4.0 | 3.1 | 2.8 | 9.3 | 0.34 | 1231 | 1.48 | -0.348 | 1.09 | -0.336 | i | 11.7
O=C(COc1ccc2ccccc2c1)Nc1cccc2cccnc12 | 11.2% | -2.4 | 1458 | i | 17.2% | -10.9 | -1.1 | 2.7 | 1.6 | 4.1 | 1.36 | 1672 | 1.99 | -0.0951 | 1.41 | -1.27 | i | 0.0
CCOC(=O)C1=C(C)N=C2SC(C)C(=O)N2C1c1ccc(OCC)c(OCC)c1 (stereo unspecified) | 9.8% | -1.5 | 1037 | i | 11.7% | -14.6 | -23.1 | 5.5 | 2.2 | 12.0 | -0.07 | 1878 | -0.181 | -0.313 | 0.219 | 0.188 | i | 22.0
CCCCn1c(=O)nc2n(-c3ccc(C)cc3)c3ccccc3cc-2c1=O | -49.9% | -0.6 | 530 | i | -82.9% | -5.2 | -13.6 | 1.2 | 2.6 | 0.1 | -0.11 | 1227 | 9.48 | 0.803 | 4.94 | -0.499 | i | 6.9
CN(C(=O)c1ccccn1)C1(C(=O)NC2CCCCC2)CCCCC1 | -7.7% | -8.3 | 1176 | i | -9.8% | 4.1 | 20.7 | 1.1 | 2.5 | 8.9 | . | . | -0.362 | 0.79 | 0.244 | 0.433 | i | -10.9
CCc1ccc(C2C(C#N)=C(N)N(N(C)C)C3=C2C(=O)CCC3)s1 (stereo unspecified) | 18.1% | . | . | i | 59.7%* | -11.4 | -20.1 | 1.8 | 1.7 | 1.6 | -0.16 | 1219 | -0.457 | -0.267 | -0.211 | 0.0933 | i | 2.0
Cc1cc(Br)ccc1NC(=O)CN1C(=O)C2C3CC(c4ccccc4)C(C3)C2C1=O (stereo unspecified) | 21.6% | 6.4 | 1302 | . | 17.7% | 77.8* | -4.2* | 3.0 | 0.6 | 0.6 | 0.64 | 1527 | 3.87 | -0.204 | 1.23 | -0.739 | i | 10.1
O=C(O)C1C2C=CC(C2)C1C(=O)NCc1ccoc1 (stereo unspecified) | 14.6% | -2.9 | 1112 | . | 14.0% | 1.3 | -18.6 | 3.8 | 2.0 | 4.8 | 0.38 | 1880 | 0.305 | -0.306 | 0.218 | -0.0797 | i | -6.7
C=CCN1C(=O)C(O)(CC(=O)c2ccco2)c2cc(Br)ccc21 (stereo unspecified) | -0.2% | -0.6 | 1069 | i | 0.9% | 0.4 | 8.9 | 3.4 | 3.0 | 4.9 | 1.32 | 1001 | -0.252 | -0.0814 | 0.157 | 0.723 | i | 35.2
CCN(CC)c1ccc(/C=N/NC(=O)c2cnccn2)cc1 | -1.8% | 22.8 | 739 | i | 9.1% | 7.0 | 9.6 | 23.1* | 43.6* | 48.0* | -0.11 | 782 | 0.585 | 0.204 | 0.538 | -0.409 | i | 23.1

Some entries already given, limited to human PMI inhibition, human PMI inhibitors and Dynein cargo inh cell count:
SMILES | human PMI inhibition | human PMI inhibitors | Dynein cargo inh cell count
COc1cc(CN(C(=S)NCC(=O)NC2CCCC2)C2CCCC2)cc(OC)c1OC | 15.7% | 8.3% | 0.481
C=CCN1C(=O)C(O)(CC(=O)c2ccco2)c2cc(Br)ccc21 (stereo unspecified) | -0.2% | 0.9% | 0.723
O=C(O)C1C2C=CC(C2)C1C(=O)NCc1ccoc1 (stereo unspecified) | 14.6% | 14.0% | -0.0797

Complete entries from above. Values in the order: human PMI inhibition	bCat nuc transl	bCat nuc transl cell count 5 µM	Yfh1-off respiration	human PMI inhibitors	WT yeast gro inh	WT yeast gro inh mutant strain	MT stabilizer	MT stabilizer Hoechst-high %	MT stabilizer cytotoxicity %	Ins promoter up	Ins promoter up cell count	Dynein cargo inh	Dynein cargo inh cytoplasmic EGFP	Dynein cargo inh nuclear GR-EGFP	Dynein cargo inh cell count	Autophagy mod	Autophagy mod cell loss 18 h
CCOC(=O)N1CCN(C(=O)COc2cc(=O)n(CC)c3ccccc23)CC1 reads -0.5%	2.4	1459	i	2.3%	22.4	-0.3	4.1	2.3	5.5	0.84	1544	0.232	-0.207	0.19	-0.821	i	-1.4
O=C(O)C1C2C=CC(C2)C1C(=O)NCc1ccoc1 (stereo unspecified) reads 14.6%	-2.9	1112	.	14.0%	1.3	-18.6	3.8	2.0	4.8	0.38	1880	0.305	-0.306	0.218	-0.0797	i	-6.7
